Siah-1 displacement: blockers of Siah-1 interaction with plectin peptide – biochemical, fluorescence polarization, rhodamine-plectin, uHTS, primary screen (AID 1817); Siah-1 / rhodamine-plectin peptide fluorescence polarization; higher % means a stronger effect; one-dose displacement, % at 20 µM; IC50 in µM for titrated hits; 0.02% of 290,000 active;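 active means displacement of at least 50% at 20 µM, with a fluorescence ratio check between 0.3 and a set limit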;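 further: plate controls were Siah plus tracer with DMSO for no effect and tracer alone without Siah for full effect; strong numbers were not always called active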
XIAP displacement: XIAP antagonists, biochemical, IAP family, fluorescence polarization (AID 1018) | XIAP BIR domain, fluorescence polarization peptide displacement; higher % means a stronger effect | one-dose displacement, % at 20 µM; IC50 in µM for titrated hits | 0.007% of 200,000 active; in the data active means displacement above about 50%; further: a part of the inactive calls stands beside numbers as strong as those of hits
ER stress rescue: protection against thapsigargin-triggered cell killing – 384-well, CSM14.1, ATP luminescence, primary screen (AID 1222); 190,000 tested, under 10 active; cellular ATP content (survival), % at 20 µM, or EC50 in µM where a hit was titrated; CSM14.1 thapsigargin-induced death rescue, ATP luminescence; higher % means a stronger effect;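 active means EC50 below 50 µM in the dose-response confirmation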;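 further: death triggered by thapsigargin at about 15 µM added after 2 h compound pretreatment; cell ATP read after overnight thapsigargin exposure of roughly 18 to 22 hours; normalized against plate controls of thapsigargin alone and 5% DMSO vehicle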
P. falciparum M1AAP: malaria alanyl aminopeptidase activity blockers – biochemical, fluorogenic H-Leu-NHMec substrate, 1536-well (AID 1445); recombinant M1AAP, H-Leu-NHMec fluorogenic kinetic assay; higher % means a stronger effect; inhibition, % at 30 µM; hits with a dose series show IC50 in µM; 0.42% of 220,000 active;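 active means primary inhibition above the hit cutoff, then over 50% inhibition at one or more dose response concentrations, cut at about 23% in these data, passing the limit was not always enough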;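 further: plate controls were DMSO full reaction for no effect and no enzyme background for full effect; strong numbers were not always called active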
NOD2 inhibition: NOD2 signaling inhibitors, cell-based, luminescence, uHTS, HEK293 (AID 1566). HEK293 NOD2/NF-kB luciferase reporter, luminescence; higher % means a stronger effect. inhibition, % at 4 µM; hits with a dose series show EC50 in µM. 0.63% of 290,000 active; further: many of its hits are not listed in these tables
M17LAP inhibition: P. falciparum M17LAP inhibitors, primary screen, biochemical, fluorogenic H-Leu-NHMec substrate, 1536-well (AID 1619). recombinant M17LAP, H-Leu-NHMec fluorogenic kinetic assay; higher % means a stronger effect. inhibition, % at 30 µM, or IC50 in µM where a hit was titrated. 0.38% of 220,000 active;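 active means compound inhibiting the enzyme by more than half at any dose during confirmatory dose-response retesting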;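 further: plate controls were full reaction with DMSO carrier for no effect and no enzyme background for full effect; strong numbers were not always called active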
AID2073: disruptors of CaV2.2 binding to Mint1 – biochemical, HTRF (AID 2073) | 0.19% of 290,000 active | inhibition, % at 20 µM; hits with a dose series show IC50 in µM | HTRF protein-protein interaction, Mint1-CaV2.2; higher % means a stronger effect; in the data active means inhibition mostly above about 51%, no sharp cut-off; further: some results filed as inactive read as strong as hits
LYP inhibition: PTPN22 lymphoid phosphatase activity blockers – biochemical, fluorescence intensity, uHTS (AID 1779); recombinant LYP phosphatase, fluorescence intensity; higher % means a stronger effect; one-dose inhibition, % at 11.5 µM; IC50 in µM for titrated hits; 0.054% of 290,000 active;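 further: plate controls were vehicle with enzyme for no effect and no enzyme for full effect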
Hep lipid drop: hepatic lipid droplet formation modulation | AML12 mouse hepatocytes, oleate lipid droplets, BODIPY imaging | inhibition, % at 6.5 µM | 0.4% of 240,000 active | AID 1656;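 active means lipid droplet intensity inhibited by at least 50%, with more than 500 cells counted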
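Test system: AML12 hepatocytes (mouse); reagent: oleate loading, 100 µM; dosing: one dose, 6.5 µM compound; incubation: overnight exposure; signal: fluorescence imaging, 20x objective, two fields per well; read-out basis: % inhibition of corrected integrated BODIPY droplet signal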
Hep lipid drop cells 6.5 µM: recorded beside Hep lipid drop, whose call it bears; cell count; measured here: cell count, cytotoxicity flag;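 cells counted across two imaged fields per well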
Active calls of the source: *; . = no result given. Unless noted, no stated cut-off is given here; in the data, active means inhibition above about 50%; inactive means the rest. This is a subset; count on the stated rates, not on these rows.

SMILES	Siah-1 displacement	XIAP displacement	ER stress rescue	P. falciparum M1AAP	NOD2 inhibition	M17LAP inhibition	AID2073	LYP inhibition	Hep lipid drop	Hep lipid drop cells 6.5 µM
Cc1ccc(N2C(=O)N(Cc3ccccc3C)c3ccccc3S2(=O)=O)cc1	25%	-3.0%	-0.4%	4%	17%	8%	-6%	-5%	-10	651
Cc1cccc(N(C)S(=O)(=O)c2c(C)noc2C)c1	3%	.	.	.	-13%	.	2%	-1%	-31	698
CC1Cc2cc(/C(O)=C3\C(=O)C(=O)N(Cc4cccnc4)C3c3ccccc3F)ccc2O1 (stereo unspecified)	2%	.	.	.	12%	.	8%	-9%	14	787
CC(=O)Nc1cccc(NC(=O)CSc2ccc(-c3ccccn3)nn2)c1	1%	-6.3%	-1.3%	5%	-32%	22%	-5%	-6%	5	695
N#Cc1c(/N=C/c2cccnc2)sc2c1CCCC2	0%	.	.	7%	-4%	-11%	-24%	-6%	5	701
Cc1ccc(NNC(=O)Nc2ccc(Cl)cc2)nn1	0%	.	.	10%	2%	16%	-67%	-1%	-2	726
CCc1ccc(CCC(=O)Nc2ccc(Br)cc2)o1	0%	.	.	.	-2%	.	-3%	-11%	0	820
Cc1ccc(C(=O)NC2CCN(S(=O)(=O)c3ccc(F)cc3)CC2)cc1	-2%	.	.	.	6%	.	13%	-10%	-1	760
CCC(C)(C)C1CCC2(CC1)NC(=O)N(CC(=O)Nc1cc(C(F)(F)F)ccc1N1CCOCC1)C2=O (stereo unspecified)	-1%	.	.	.	-6%	.	10%	14%	-17	831
Cc1ccc(NC(=O)c2nc[nH]c2C(=O)N2CCN(c3ccccc3)CC2)cc1	10%	.	.	3%	20%	-8%	6%	-2%	-3	628
CCCn1c(NCc2cc(OC)ccc2OC)nc2ccccc21	-1%	-5.4%	-1.4%	1%	2%	-6%	-2%	-12%	.	.
COc1ccc(-n2c(C)cc(C(=O)Cn3c(NCCO)nc4ccccc43)c2C)cc1	-2%	0.5%	-1.1%	0%	12%	-1%	-13%	2%	.	.
COc1ccc(C(=O)N[C@H](C(=O)N2CCN(c3ccccc3F)CC2)C(C)C)cc1	-4%	2.7%	2.4%	2%	6%	-1%	-10%	-2%	4	692
O=c1c(Cc2ccc(F)cc2)c(O)ccn1Cc1ccc(F)cc1	8%	-7.0%	-1.9%	4%	4%	-1%	22%	3%	0	682
Cn1c(Cn2cnc3ccccc32)nnc1SCc1ccccc1	1%	-4.8%	-1.1%	2%	18%	9%	-2%	-9%	.	.
CC1(C)C=Cc2cc3ccc(=O)oc3cc2O1	2%	.	.	9%	-61%	-82%	12%	-8%	-4	700
CCc1nc(Nc2ccc(NC(C)=O)cc2)c2oc3ccccc3c2n1	-1%	.	.	.	27%	.	23%	-3%	-11	745
Cc1nc2cc(N)ccc2n1-c1ccccc1	-9%	-6.9%	-0.6%	-1%	15%	-4%	-11%	-4%	-8	670
Cc1c(OCC(F)(F)F)ccnc1CSc1nc2ccccc2[nH]1	-3%	-4.5%	-0.5%	2%	-36%	-4%	-10%	-7%	.	.
Cc1c(C(c2ccc(F)cc2)c2c(C)n(C)n(-c3ccccc3)c2=O)c(=O)n(-c2ccccc2)n1C	2%	.	.	.	-7%	.	5%	-10%	-8	828
COc1ccc(NC(=O)Nc2cccnc2)c(OC)c1	7%	-3.2%	-0.5%	3%	0%	4%	-10%	-6%	6	703
CCc1ccccc1N(C)S(=O)(=O)c1ccc2[nH]cc(C(=O)N3CCc4ccccc43)c(=O)c2c1	-2%	0.3%	13%	3%	-2%	4%	7%	-4%	2	719
COc1ccc(C(=O)OC(C)CN2CCOCC2)cc1 (stereo unspecified)	3%	.	.	.	-16%	.	12%	-7%	.	.
O=C(Nc1ccc2c(c1)OCCO2)c1ccc(S(=O)(=O)N2CCCCC2)cc1	1%	-4.4%	-1.0%	2%	-3%	7%	-4%	-3%	.	.
Cc1c(NC(=O)CSc2nnnn2-c2ccc(C(=O)O)cc2)c(=O)n(-c2ccccc2)n1C	6%	-2.8%	-1.6%	8%	11%	8%	11%	-5%	-4	658
COc1ccc(C2=NS(=O)(=O)N(C)C(C(=O)Nc3ccc4c(c3)OCO4)=C2)cc1OC	-8%	.	.	.	28%	.	-1%	-3%	46	743
CN1CCN(C(=O)/C=C/c2ccc(Cl)cc2)CC1	4%	-5.9%	9.0%	8%	11%	-4%	-13%	-6%	3	687
COc1ccc(S(=O)(=O)N2CCCC(C(=O)NC3CCCC3)C2)cc1OC (stereo unspecified)	-2%	.	.	.	39%	.	12%	-11%	18	730
CCOC(=O)c1cnc2c(C)cccc2c1Nc1cccc(C(=O)O)c1	0%	.	.	14%	-1%	-7%	14%	-4%	1	751
Cc1ccnc(NS(=O)(=O)c2ccc(N3C(=O)Nc4ccccc4N3O)cc2)c1	2%	0.1%	-0.4%	1%	5%	24%	-5%	-1%	-16	680
CCOc1ccc(NC(=O)CSc2ccccc2N)cc1	-8%	-10%	-2.3%	1%	-44%	0%	-10%	-8%	2	690
Cc1ccc(CNc2ncccc2-c2nc3cc(Cl)ccc3o2)cc1	-8%	-5.9%	-2.9%	3%	-5%	3%	38%	-8%	4	706
COc1ccccc1C1/C(=C(\O)c2ccc3c(c2)OCCO3)C(=O)C(=O)N1Cc1cccnc1 (stereo unspecified)	0%	.	.	.	3%	.	16%	-7%	2	715
O=C(CNC(=O)c1ccccc1)NCCO	8%	-4.6%	-0.2%	0%	-1%	8%	1%	-2%	.	.
Cc1ccc(C(c2sc3nc(C)nn3c2O)N2CC(C)OC(C)C2)cc1 (stereo unspecified)	5%	-4.5%	.	-1%	5%	12%	1%	-2%	1	605
COc1ccc(OC)c(NC(=O)Cn2cc(C(=O)c3ccco3)c3ccccc32)c1	0%	-2.5%	2.7%	6%	19%	1%	7%	1%	0	752
Cc1nc(NC(=O)CSc2nnnn2C)sc1C	-4%	-12%	-1.6%	-3%	-30%	2%	1%	-4%	-18	743
Cc1cc(C)cc(N(CC(=O)N2CCN(Cc3ccccc3)CC2)S(=O)(=O)c2c(C)noc2C)c1	0%	4.7%	-0.4%	16%	-29%	3%	3%	3%	.	.
CC1CCN(C(=O)c2ccc3ccccc3c2)CC1	-4%	.	.	.	-56%	.	14%	-8%	3	873
c1ccc(C2=Nn3c(nnc3-c3cccs3)SC2)cc1	13%	.	.	0%	2%	-2%	-12%	-5%	-5	721

A portion of the results above, as a working copy:
SMILES	Siah-1 displacement	XIAP displacement	ER stress rescue	P. falciparum M1AAP	NOD2 inhibition	M17LAP inhibition	AID2073	LYP inhibition	Hep lipid drop	Hep lipid drop cells 6.5 µM
COc1ccc(NC(=O)Nc2cccnc2)c(OC)c1	7%	-3.2%	-0.5%	3%	0%	4%	-10%	-6%	6	703
CCc1ccccc1N(C)S(=O)(=O)c1ccc2[nH]cc(C(=O)N3CCc4ccccc43)c(=O)c2c1	-2%	0.3%	13%	3%	-2%	4%	7%	-4%	2	719
COc1ccc(C(=O)OC(C)CN2CCOCC2)cc1 (stereo unspecified)	3%	.	.	.	-16%	.	12%	-7%	.	.
O=C(Nc1ccc2c(c1)OCCO2)c1ccc(S(=O)(=O)N2CCCCC2)cc1	1%	-4.4%	-1.0%	2%	-3%	7%	-4%	-3%	.	.

Carrying on.
SMILES	Siah-1 displacement	XIAP displacement	ER stress rescue	P. falciparum M1AAP	NOD2 inhibition	M17LAP inhibition	AID2073	LYP inhibition	Hep lipid drop	Hep lipid drop cells 6.5 µM
Cc1nn(-c2ccccc2)nc1C(=O)Nc1nnc(C(F)(F)F)s1	14%	.	.	-1%	44%	-1%	26%	-1%	2	619
O=C(Nc1c(F)c(F)c(F)c(F)c1F)NC1CCCCC1	-1%	-12%	-3.4%	4%	-15%	-7%	2%	2%	0	729
COc1cccc(C2c3c(oc4ccc(F)cc4c3=O)C(=O)N2CCN2CCOCC2)c1OC (stereo unspecified)	-1%	-2.4%	-0.7%	4%	9%	7%	9%	-4%	-4	651
CC/C(=N\O)c1c(O)c2c(n(-c3ccccc3)c1=O)CCCC2	12%	-4.8%	-1.0%	3%	8%	19%	-1%	4%	9	680
CC(=O)NC1CC2CCCC(C1)N2CC(=O)Nc1ccccc1 (stereo unspecified)	-3%	-11%	-2.2%	-3%	2%	-7%	-7%	-12%	.	.
CN(NC(=O)NN)c1ncc(C(F)(F)F)cc1Cl	2%	-2.6%	-3.0%	1%	13%	-6%	1%	-5%	.	.
COc1ccc(NC(=O)C2c3cc(OC)c(OC)cc3C(=O)N(C)C2c2cccnc2)cc1OC (stereo unspecified)	2%	-0.2%	-0.2%	1%	6%	5%	-1%	-3%	.	.
CCc1nnc(NC(=O)c2cccc(NC(=O)C(C)C)c2)s1	0%	0.4%	0.9%	16%	6%	13%	19%	4%	.	.
COc1ccc(NC(=O)C2CCN(S(C)(=O)=O)CC2)cc1OC	2%	.	.	.	11%	.	-8%	-6%	-1	806
Cc1nc(C(F)(F)F)c(C(=O)O)cc1-c1nc(-c2ccccc2)cs1	-1%	.	.	.	-2%	.	18%	-5%	.	.
Cc1c(N(C(=O)c2ccccn2)C2(C(=O)NC3CCCCC3)CCCCC2)c(=O)n(-c2ccccc2)n1C	13%	-5.9%	-2.3%	-2%	14%	-4%	-14%	-6%	7	688
COc1cccc(CN2CCC(Oc3ccc(C(=O)NCc4ccccn4)cc3)CC2)c1	0%	.	.	.	6%	.	4%	-10%	-22	693
Cc1ccc(C)c(CN2C(=O)c3ccccc3S(=O)c3ccc(C(=O)N4CCN(c5ccccn5)CC4)cc32)c1 (stereo unspecified)	-1%	-4.5%	0.1%	4%	5%	-4%	23%	12%	-28	659
CN(C)C(=O)N1CCN(c2nc(-c3ccccc3)cs2)CC1	-3%	.	.	.	-36%	.	-8%	-8%	7	792
Cc1cc(C2=NNC(=NCCc3ccccc3)SC2)c(C)n1CC1CCCO1 (stereo unspecified)	-11%	-17%	-0.6%	-3%	-32%	6%	2%	-16%	-17	714
Cc1nc2ccc(Br)cn2c1NC(C)(C)C	1%	-2.9%	-1.4%	2%	14%	-1%	0%	-1%	8	676
O=S(=O)(Cc1ccccc1)NCCc1cccc(Cl)c1	8%	.	.	.	-12%	.	18%	-5%	-8	812
CN(Cc1nc2c(s1)CCCC2)C(=O)CCc1nnc(-c2ccccc2)o1	-1%	0.2%	-0.6%	4%	-22%	1%	-6%	-2%	14	690
COc1cccc(-c2noc(CCC(=O)NC3CCCCC3)n2)c1	5%	-2.2%	-0.9%	4%	-9%	-3%	-9%	-2%	3	759
CCNc1ccc(S(=O)(=O)N(C)C)cc1NCC(=O)Nc1ccc(Br)cc1F	-3%	-1.8%	-0.6%	5%	-3%	14%	-16%	-1%	-6	560
N=c1c(C(=O)NCCc2ccccc2)cc2c(=O)n3ccccc3nc2n1CCCN1CCOCC1	1%	.	.	.	-12%	.	0%	-29%	-8	777
